Screening results: PubChem BioAssay, several laboratories
MITF TRPM1 HTS – increases MITF-driven TRPM1 promoter luciferase signal; SK-MEL-5 TRPM1-promoter luciferase, 24 h; % of positive control, neutral wells = 0; activation, % at 12.5 µM; 0.75% of 300,000 active; AID 588334;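 active = mean activation of at least 80% with every replicate also reaching 80%; inconclusive = mean reaches 80% but some replicate falls short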;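 note: 0% = neutral control wells and 100% = parthenolide positive control wells; values of inactives mirror those of a sister screen read the other way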
SR-BI uptake up – SR-BI HDL lipid transfer activation | activation, % at 12.5 µM | CHO ldlA[mSR-BI] cells, DiI-HDL uptake fluorescence, 3 h; 100 = double the neutral-control signal | AID 504775 | 0.096% of 320,000 active;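 active = mean replicate activation of at least 60% and every replicate at or above 60%; inconclusive = mean or all-replicate condition met, but not both; inactive = mean below 60% and not all replicates reaching 60%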;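 note: 0% = median plate neutral-control signal and 100% = twice that signal; values of inactives mirror those of a sister screen read the other way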
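System: LDL receptor-deficient CHO ldlA cells overexpressing murine SR-BI | Timing: 3 h uptake period with compound, 37 °C | Medium: HEPES-buffered (25 mM, pH 7.4) F12 plus 0.5% BSA | Dosing: Single-point compound dose | Signal: Bottom-read fluorescence, 550/595 nm | Read-out: Retained DiI signal reflecting DiI-HDL uptake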
CDK5 p35 inh – inhibitors of human CDK5/p35 kinase; inhibition, % at 10 µM; Recombinant CDK5/p35, ADP-Glo luminescence, 60 min; 0.01% of 330,000 active; AID 488839; Q00535+Q15078;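 active = highest replicate inhibition of at least 50% and at least 75% of replicates reaching 50%; inconclusive = only one of the two criteria met; inactive = both criteria failed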;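 note: plate controls were DMSO neutral control for no effect and GW8510 at 10 µM for full effect; many of its hits are not listed in these tables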
DSG3 Ab inh – human desmoglein-3 autoantibody binding inhibition. AID 588358. 0.48% of 310,000 active. DSG3-coupled beads, scFv-anti-DSG3-GFP binding, flow cytometry; active compounds read low. P32926. binding (percent of control), % at 10 µM;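 active = binding more than 3 SD below its plate's average and above zero; inconclusive = below that plate limit but binding exactly zero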;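 note: hits lower antibody fragment binding to DSG3; some compounds called inactive have numbers as strong as hits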
Mot1-301 SUMO – blocks SUMOylation pathway, rescuing yeast Mot1-301 growth. S. cerevisiae Mot1-301 growth rescue, ATP luminescence, 38.5C; percent above DMSO median, 100 means doubled. growth rescue, % at 18.8 µM. 1% of 320,000 active;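 active = every valid replicate shows activation above 250% relative to neutral control wells; inactive = the rest, any valid replicate at or below 250%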;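 note: OY570 slx delta 5 strain wells were the positive control but not used for scaling; some compounds called inactive have numbers as strong as hits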
PKA-R1A activ – PKA-R1A complex activation; PKA-R1A dissociation, Cy5-IP20 fluorescence polarization; scaled: DMSO 0%, 113 µM cGMP 100%; P00514+P68181; 0.083% of 340,000 active; activation, % at 11.4 µM; AID 504707;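 active = percent activation above the mean of all tested compounds plus 3 SD, cut at about 19% in these data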;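 note: higher means more PKAc released from R1A so a rise in polarization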
SR-BI HDL uptake – mouse SR-BI HDL lipid transfer inhibition. Q61009. ldlA[mSR-BI] CHO cells, DiI-HDL uptake fluorescence, 3 h. inhibition, % at 12.5 µM. 0.96% of 320,000 active. AID 488896;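 active = mean replicate inhibition of at least 70% and a set share of replicates each scoring 70 or more; inconclusive = meets just one of the two criteria; inactive = fails both criteria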;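 note: 0% = median of neutral control wells and 100% = median of positive control wells; values of inactives mirror those of a sister screen read the other way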
dFosB act – mouse delta FosB homodimer activation; P13346; purified delta FosB, TAMRA-CDK5 oligo fluorescence polarization; percent of positive-control signal above neutral wells; activation, % at 25 µM; 0.99% of 340,000 active; AID 493131;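 active = mean activation above about 17%, with every replicate also reaching it, limit read from the data, passing the limit was not always enough; inconclusive = only one of the two conditions met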;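 note: fluorescence polarization rise as delta FosB binds a TAMRA Cdk5 AP-1 oligo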
PKA-R2B activ – activators of human PKA-R2B complex; PKA-R2B holoenzyme dissociation, Cy5-IP20 fluorescence polarization; R2B truncated from residue 108, S112A mutant; 0% DMSO only, 100% 113 µM cGMP; activation, % at 11.4 µM; 0.079% of 340,000 active; AID 504700;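 active = activation above a cutoff set at the mean over all compounds plus 3 SD, cut at about 18% in these data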;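 note: higher means more holoenzyme dissociation and a rise in polarization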
NSD2 HMT inh – blocks human histone methyltransferase NSD2; O96028; NSD2 peptide methylation, AlphaScreen, 120 min; inhibition, % at 12.5 µM; 0.54% of 310,000 active; AID 743445; in the data active = inhibition above about 50%
Target sequence (O96028 whole entry, looked up): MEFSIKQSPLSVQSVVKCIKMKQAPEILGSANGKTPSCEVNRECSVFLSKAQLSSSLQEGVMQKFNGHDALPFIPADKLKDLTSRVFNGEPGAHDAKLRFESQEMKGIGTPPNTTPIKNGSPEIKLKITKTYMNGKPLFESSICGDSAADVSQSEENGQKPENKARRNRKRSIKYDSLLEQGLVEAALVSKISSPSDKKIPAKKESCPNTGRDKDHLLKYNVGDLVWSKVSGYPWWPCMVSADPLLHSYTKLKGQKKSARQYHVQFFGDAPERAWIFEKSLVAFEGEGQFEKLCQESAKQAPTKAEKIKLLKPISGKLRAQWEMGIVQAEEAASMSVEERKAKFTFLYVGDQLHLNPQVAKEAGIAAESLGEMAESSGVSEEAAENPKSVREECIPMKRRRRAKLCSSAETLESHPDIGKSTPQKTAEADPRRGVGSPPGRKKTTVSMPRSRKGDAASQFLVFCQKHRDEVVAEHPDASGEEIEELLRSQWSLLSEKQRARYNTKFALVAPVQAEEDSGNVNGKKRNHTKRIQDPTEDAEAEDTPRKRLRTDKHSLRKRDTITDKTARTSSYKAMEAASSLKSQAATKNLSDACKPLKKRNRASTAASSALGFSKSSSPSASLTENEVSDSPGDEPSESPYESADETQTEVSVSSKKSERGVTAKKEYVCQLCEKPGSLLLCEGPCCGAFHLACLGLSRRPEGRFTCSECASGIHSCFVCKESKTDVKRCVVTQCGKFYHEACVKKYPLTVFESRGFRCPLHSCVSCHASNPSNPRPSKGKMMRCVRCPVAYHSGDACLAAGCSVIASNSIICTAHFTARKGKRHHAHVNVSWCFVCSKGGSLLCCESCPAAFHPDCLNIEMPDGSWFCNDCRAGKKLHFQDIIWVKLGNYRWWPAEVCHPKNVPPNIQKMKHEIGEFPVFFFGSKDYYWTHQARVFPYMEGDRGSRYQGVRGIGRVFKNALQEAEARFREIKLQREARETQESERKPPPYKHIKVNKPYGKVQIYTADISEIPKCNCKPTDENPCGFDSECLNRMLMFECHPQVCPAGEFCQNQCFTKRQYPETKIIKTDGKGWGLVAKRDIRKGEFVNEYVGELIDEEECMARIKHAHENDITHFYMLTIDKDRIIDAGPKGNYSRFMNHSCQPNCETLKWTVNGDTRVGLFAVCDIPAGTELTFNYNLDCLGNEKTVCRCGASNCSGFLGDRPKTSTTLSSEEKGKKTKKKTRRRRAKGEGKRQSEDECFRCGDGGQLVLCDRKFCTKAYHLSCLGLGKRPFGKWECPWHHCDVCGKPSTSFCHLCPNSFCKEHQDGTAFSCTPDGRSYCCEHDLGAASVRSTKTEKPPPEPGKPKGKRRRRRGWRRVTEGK
Arr AP2 block – inhibitors of human beta-arrestin and AP2 interaction | FITC-arrestin peptide / GST-AP2 beads, flow cytometry; AP2 beta2 appendage carries R879A mutation | inhibition, % at 10 µM | 0.31% of 340,000 active | AID 504490;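 active = inhibition above a set limit, near 3 SD of compounds lacking own fluorescence, cut at about 54% in these data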;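 note: plate controls were DMSO wells for no effect and 5 µM unlabelled arrestin peptide for full effect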
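Assay system: GST-AP2 R879A bound to glutathione beads, E. coli-expressed; Medium: PBS with 0.05% Tween 20 and 0.1% BSA; Also added: fluorescein-tagged arrestin peptide at 50 nM final; Timing: 12 min plus 1 h, RT; Measured by: flow cytometry, FL1 (488/535 nm); Evaluation: percent drop in bead-associated FITC signal.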
Active calls of the source: *; ? = inconclusive; nt = not tested or not shown.

| canonical_smiles | MITF TRPM1 HTS | SR-BI uptake up | CDK5 p35 inh | DSG3 Ab inh | Mot1-301 SUMO | PKA-R1A activ | SR-BI HDL uptake | dFosB act | PKA-R2B activ | NSD2 HMT inh | Arr AP2 block |
| --- | --- | --- | --- | --- | --- | --- | --- | --- | --- | --- | --- |
| COc1ccc2cc3cc(C(=O)NCCN4CCN(c5ccccc5F)CC4)oc3nc2c1 | -42 | -47 | 1.4 | 95 | -9 | 8 | 47 | -12 | -1 | -5 | 6 |
| Cc1cc(C)cc(NC(=S)N=Nc2c(O)n(C)c3ccc(S(=O)(=O)N4CCOCC4)cc23)c1 | -18 | -87 | -0.2 | 90 | 22 | -6 | 87* | 0 | -5 | 5 | 38 |
| CCOC(=O)C1=C(CC)Nc2ccccc2N=C1NC(=O)Cn1cnc2ccccc2c1=O | -10 | 29 | -0.1 | nt | 8 | -5 | -29 | -4 | -4 | -3 | -4 |
| Cc1cc(-c2nn(-c3ccccc3F)cc2CNCCc2cnc[nH]2)c(C)s1 | 2 | nt | -1.0 | 105 | 0 | 7 | nt | ? | -2 | 19 | -5 |
| O=C(Nc1ccc(Br)c2ccccc12)c1ccc2ccccc2c1O | -2 | -38 | -1.7 | 94 | -17 | -13 | 38 | -6 | 0 | -2 | 2 |
| COc1ccc(-c2nc(CS(=O)(=O)CC(=O)NCc3cccc(F)c3)c(C)o2)cc1 | nt | -6 | 0.1 | 99 | -3 | -5 | 6 | 12 | 7 | nt | 19 |
| Cc1cc(C)cc(Nc2ccc([N+](=O)[O-])nc2[N+](=O)[O-])c1 | -25 | -8 | -0.3 | 126 | 14 | 3 | 8 | 0 | -9 | -1 | -17 |
| O=C(N/N=C1\CCCc2ccccc21)C(O)c1ccccc1 (configuration not stated) | -16 | -8 | -0.1 | 99 | 7 | -2 | 8 | 3 | -4 | 2 | -1 |
| Cc1cc(N2C(=O)C(O)=C(C(=O)c3cc4ccccc4o3)C2c2cccc(Cl)c2)no1 (configuration not stated) | -3 | 17 | -1.0 | 101 | -9 | 7 | -17 | -4 | -8 | 2 | 20 |
| CCN(CCCNC(=O)CCCn1c(=O)[nH]c2ccccc2c1=O)c1cccc(C)c1 | nt | -28 | -1.0 | nt | -13 | 5 | 28 | -8 | 5 | -2 | 4 |
| CCOc1ccc(NC(=O)N2CCC(NC(=O)C(Cc3ccccc3OC)NC(C)=O)CC2)cc1 (configuration not stated) | nt | nt | 0.2 | 106 | -8 | -3 | nt | -4 | -1 | -2 | 23 |
| CC(=O)N1C(=O)C2(Nc3ccccc3N2)c2ccccc21 | 7 | -13 | -0.3 | 109 | -10 | 11 | 13 | 3 | 4 | -2 | 5 |
| CCN(Cc1ccccc1)C(=O)CCS(=O)(=O)c1ccc2c(c1)oc(=O)n2C | 10 | -4 | -2.3 | nt | -3 | 0 | 4 | 1 | -1 | 1 | -3 |
| Cc1cnc(C(=O)OCC(=O)NC23CC4CC(CC(C4)C2)C3)cn1 | -3 | 4 | 1.8 | 102 | 1 | 5 | -4 | -8 | 15 | 0 | 5 |
| COc1ccc(Cc2nnc3n2N=C(c2cc4ccccc4o2)CS3)cc1OC | -11 | 11 | -0.2 | nt | 7 | 1 | -11 | 5 | -1 | -2 | 25 |
| Cc1ccc(/C=N\n2c(-c3ccccc3)n[nH]c2=S)s1 | 12 | 14 | 0.7 | 160 | -19 | -10 | -14 | -5 | 1 | 4 | -2 |
| Cc1cccc(-c2noc(CNC(=O)c3ccoc3C)n2)c1 | 10 | -17 | -0.5 | 106 | -11 | 1 | 17 | -11 | -9 | 0 | -6 |
| COc1cccc(N2CCN(C(=O)CN(c3ccc(C)cc3)S(=O)(=O)c3c(C)n[nH]c3C)CC2)c1 | nt | -17 | 0.2 | 104 | 17 | -10 | 17 | -20 | 8 | nt | 18 |
| Cc1nn(-c2ccccc2)c2sc(C(=O)OC3CCOC3=O)cc12 (configuration not stated) | -6 | -17 | -1.0 | 104 | 4 | -7 | 17 | -5 | -5 | 0 | -6 |
| COc1cccc(-c2cc(C(=O)N3CCN(Cc4ccc5c(c4)OCO5)CC3)on2)c1 | -16 | -48 | 0.5 | 113 | 49 | -5 | 48 | -4 | -3 | nt | 3 |
| CC(C)NC(=O)N(C)C[C@H]1Oc2ccc(NC(=O)Nc3ccc4c(c3)OCO4)cc2C(=O)N([C@H](C)CO)C[C@@H]1C | 15 | 6 | -0.3 | 103 | -28 | -16 | -6 | 2 | 10 | nt | 32 |
| CN(Cc1nc(-c2cnccn2)no1)Cc1n[nH]c2c1CCCCC2 | -11 | nt | -1.6 | 104 | 12 | 1 | nt | -7 | 0 | -1 | 9 |
| CN(Cc1cccc(-n2cccn2)c1)Cc1cn(C)nc1-c1ccccc1F | 1 | 16 | 1.1 | 91 | -2 | 0 | -16 | -10 | -3 | 8 | -11 |
| CC(=O)OC(COc1ccc(F)cc1)Cn1cnc2ccccc21 (configuration not stated) | 21 | -23 | 3.3 | 101 | 1 | -10 | 23 | 2 | -3 | -2 | 13 |
| O=C(Nc1ncccc1O)c1ccc(Cl)c(S(=O)(=O)N2CCCCCC2)c1 | 2 | 18 | 0.3 | 101 | 10 | 6 | -18 | -4 | 13 | 2 | -5 |
| c1cc2c3c(cccc3c1)NC1(CCCCCC1)N2 | -30 | -22 | -0.1 | nt | 9 | -14 | 22 | 23* | -7 | -1 | 52 |
| Cc1cc[n+]2n1CC(O)C2 (configuration not stated) | nt | 10 | 0.0 | 91 | 285 | nt | -10 | 1 | nt | -1 | 30 |
| Cc1ccc(Nc2ccc([N+](=O)[O-])ccc2=O)cc1 | 13 | -23 | -1.3 | nt | -9 | -6 | 23 | -7 | -11 | nt | -1 |
| Cc1cc(C)c(NC(=O)CN2C(=O)NC3(CCCc4ccccc43)C2=O)c(Cl)c1 (configuration not stated) | 12 | -40 | -2.3 | 98 | 2 | 7 | 40 | -4 | -12 | 2 | -3 |
| Cc1ccsc1C1C(C#N)=C(N)OC2=C1C(=O)CC(C)(C)C2 (configuration not stated) | -3 | 10 | -1.6 | 92 | -17 | -2 | -10 | -1 | 6 | 24 | 0 |
| O=C1NC(SCCCF)=N/C1=C/c1ccc(-n2cncn2)cc1 | 2 | nt | 0.7 | 98 | -6 | -2 | nt | -2 | 6 | -2 | -1 |
| CCOc1ccc(-n2ccnc(SCC(=O)NCCc3ccccc3)c2=O)cc1 | 12 | 7 | -1.0 | 93 | 2 | -9 | -7 | -6 | 0 | -2 | -4 |
| Cc1ccc(S(=O)(=O)N2CCN(C(=O)N(c3ccccc3)c3ccccc3)CC2)cc1 | -13 | 3 | 0.2 | 98 | -40 | -9 | -3 | -5 | -6 | -2 | 29 |
| O=C(NC(NCC1CCCO1)C(Cl)(Cl)Cl)c1cccc2ccccc12 (configuration not stated) | nt | 2 | -1.7 | 67 | -9 | -16 | -2 | -8 | -8 | 1 | 9 |
| O=C(CCc1nnc(Cc2ccc(-c3ccccc3)cc2)o1)NCCc1ccccn1 | 12 | 17 | 1.5 | 122 | 4 | 4 | -17 | -4 | -4 | nt | 49 |
| Cn1c(=O)c2c(O)cc(=O)[nH]c2n(-c2ccccc2)c1=O | 4 | 12 | -0.5 | 97 | -13 | -6 | -12 | -1 | 3 | nt | -10 |

Four entries from above, ordered by SMILES length, ascending.
| canonical_smiles | MITF TRPM1 HTS | SR-BI uptake up | CDK5 p35 inh | DSG3 Ab inh | Mot1-301 SUMO | PKA-R1A activ | SR-BI HDL uptake | dFosB act | PKA-R2B activ | NSD2 HMT inh | Arr AP2 block |
| --- | --- | --- | --- | --- | --- | --- | --- | --- | --- | --- | --- |
| Cc1ccc(Nc2ccc([N+](=O)[O-])ccc2=O)cc1 | 13 | -23 | -1.3 | nt | -9 | -6 | 23 | -7 | -11 | nt | -1 |
| Cn1c(=O)c2c(O)cc(=O)[nH]c2n(-c2ccccc2)c1=O | 4 | 12 | -0.5 | 97 | -13 | -6 | -12 | -1 | 3 | nt | -10 |
| O=C(NC(NCC1CCCO1)C(Cl)(Cl)Cl)c1cccc2ccccc12 (configuration not stated) | nt | 2 | -1.7 | 67 | -9 | -16 | -2 | -8 | -8 | 1 | 9 |
| Cc1ccc(S(=O)(=O)N2CCN(C(=O)N(c3ccccc3)c3ccccc3)CC2)cc1 | -13 | 3 | 0.2 | 98 | -40 | -9 | -3 | -5 | -6 | -2 | 29 |

Further records follow.
| canonical_smiles | MITF TRPM1 HTS | SR-BI uptake up | CDK5 p35 inh | DSG3 Ab inh | Mot1-301 SUMO | PKA-R1A activ | SR-BI HDL uptake | dFosB act | PKA-R2B activ | NSD2 HMT inh | Arr AP2 block |
| --- | --- | --- | --- | --- | --- | --- | --- | --- | --- | --- | --- |
| O=C1CCC(=O)N1CN(Cc1ccco1)CN1C(=O)CCC1=O | 7 | 14 | 1.8 | nt | 1 | 11 | -14 | -9 | -1 | 3 | 4 |
| CCOC(=O)c1sc(N2C(=O)C(O)=C(C(=O)c3ccc(C)o3)C2c2cccc([N+](=O)[O-])c2)nc1C (configuration not stated) | -4 | -5 | -1.6 | 117 | 0 | 10 | 5 | 0 | -9 | -4 | 5 |
| COc1ccc(OCCNc2c([N+](=O)[O-])c(=O)oc3ccccc23)cc1 | 8 | -10 | -3.4 | 104 | 8 | 0 | 10 | -4 | 3 | -4 | -12 |
| Cc1ccn2c(=O)nc(SCC(=O)N3CCCc4ccccc43)nc2c1 | -8 | 6 | -1.8 | 99 | 0 | 2 | -6 | -10 | 5 | 1 | -14 |
| Oc1cccc2ccc(Nc3ccccn3)nc12 | nt | -8 | -0.9 | 104 | -23 | 1 | 8 | 5 | 0 | 4 | -1 |
| O=C(Nc1ccc2[nH]ncc2c1)c1ccccc1Cl | nt | 11 | 1.4 | 115 | -16 | 6 | -11 | -8 | -1 | -2 | 1 |
| CCN(CC)c1nc(C)nc2c1sc(=S)n2C | 7 | 0 | -0.8 | 116 | 8 | -8 | 0 | -2 | -11 | -1 | 4 |
| CC[C@]1(c2ccccc2C)ON(c2ccccc2C(F)(F)F)C1=O | -10 | 20 | 0.4 | 103 | -7 | 6 | -20 | 2 | -2 | nt | 1 |
